Screening data (PubChem)
TRHR agonist: activates the human TRH receptor. P34981. TRHR cells, calcium flux fluo-8, FDSS agonist mode. activation, % at 2 µM. 360,000 tested, 0.18% active. AID 493084; in the data active = activation above about 30%; also: 0% is about no effect
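In this calcium-flux screen, cells bearing human TRHR are dye-loaded with fluo-8, baselined for 10 cycles, then exposed to library compounds; positive kinetic calcium responses during the agonist phase mark hits, with TRH as control.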
D2 ag: D2 dopamine receptor (human) agonism. P14416. HEK293 T-REx D2 cells, calcium flux agonist mode. activation, % at 2 µM. 340,000 tested, 0.53% active. AID 485358;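 active = activation over 3 SD above normal in the single-dose calcium agonist read, cut at about 30% in these data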; also: 0% is about no effect
Target sequence (P14416 whole entry, looked up): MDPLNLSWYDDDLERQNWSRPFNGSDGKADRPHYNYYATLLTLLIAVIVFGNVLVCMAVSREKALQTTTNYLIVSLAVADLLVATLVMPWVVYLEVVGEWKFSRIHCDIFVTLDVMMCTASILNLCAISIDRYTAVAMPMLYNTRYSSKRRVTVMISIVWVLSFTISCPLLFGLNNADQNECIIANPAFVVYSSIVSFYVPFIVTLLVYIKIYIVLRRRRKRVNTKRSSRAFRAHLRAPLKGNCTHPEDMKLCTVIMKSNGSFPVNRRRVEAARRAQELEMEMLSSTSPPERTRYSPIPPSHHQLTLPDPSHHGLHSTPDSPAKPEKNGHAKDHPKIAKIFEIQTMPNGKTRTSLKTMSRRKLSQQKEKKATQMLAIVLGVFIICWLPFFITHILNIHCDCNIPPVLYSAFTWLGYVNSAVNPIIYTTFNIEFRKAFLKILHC
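Calcium-flux readout, 1 cycle/sec over 180 s following compound pin transfer, in inducible HEK293 Trex D2 cells (force-coupled); dopamine controls included. Positive calcium responses during this window marked compounds as potential agonists.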
D2 antagonist: antagonizes the human D2 dopamine receptor. P14416. HEK293 TREx D2 cells, calcium flux, dopamine EC80. inhibition, % at 10 µM. 340,000 tested, 2% active. AID 485344; in the data active = inhibition above about 30%; also: 0% is about no effect
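Compounds are added to dye-loaded, induced HEK293 T-REx cells coupled to calcium release via D2; after a 3 min kinetic read an EC80 dopamine stimulus is given and fluorescence is recorded for 3 more min.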
TRHR PAM: TRH receptor (human) allosteric enhancement | 360,000 tested, 0.66% active | AID 493056 | enhancement, % at 2 µM | TRHR cells, fluo-8 calcium fluorescence, EC20 TRH enhancement; in the data active = enhancement above about 30%; also: 0% is about no effect
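Enhancer read-out: after compound pinning and an initial kinetic agonist-mode read, an EC20 of TRH (10 nM final) was injected and fluo-8 calcium signal (Ex 480/Em 530) followed at 1 s/cycle for 100 cycles in TRHR-expressing cells.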
mIDH1 inhibitor: human IDH1 R132H inhibition; IDH1-R132H enzyme, NADPH consumption, diaphorase/resazurin fluorescence; Potency, µM (series often up to 76.6 µM), inactives show at the highest dose activity change, negative = inhibition, usual class: inhibitors; 390,000 tested, 0.093% active; AID 602179; also: potency is read from the fitted curve at half-maximal effect; % is scaled to controls: 0 for no effect and ±100 for the full control effect; nearly all actives have a fitted effect of over 65% in size
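IDH1-R132H (0.5 ug/mL) preincubated 30 min with compound, then NADPH (0.016 mM) and alpha-KG (2 mM) added; 80 min at RT, pH 7.5. Remaining NADPH coupled via diaphorase/resazurin to fluorescence (540/590 nm); concentration-response curves normalized to no-enzyme control.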
rTrxR1 inhibitor: inhibitors of rat thioredoxin reductase 1; O89049; recombinant rTrxR1, NADPH fluorescence consumption, selenite substrate; Potency, µM (highest dose often 114 µM), for inactives: at the highest dose activity change, negative = inhibition, actives largely listed as inhibitors; 390,000 tested, 1% active; AID 588453; also: potency is read from the fitted curve at half-maximal effect; % is scaled to controls: 0 for no effect and ±100 for the full control effect; nearly all actives have a fitted effect of over 65% in size
Target sequence (O89049 whole entry, looked up): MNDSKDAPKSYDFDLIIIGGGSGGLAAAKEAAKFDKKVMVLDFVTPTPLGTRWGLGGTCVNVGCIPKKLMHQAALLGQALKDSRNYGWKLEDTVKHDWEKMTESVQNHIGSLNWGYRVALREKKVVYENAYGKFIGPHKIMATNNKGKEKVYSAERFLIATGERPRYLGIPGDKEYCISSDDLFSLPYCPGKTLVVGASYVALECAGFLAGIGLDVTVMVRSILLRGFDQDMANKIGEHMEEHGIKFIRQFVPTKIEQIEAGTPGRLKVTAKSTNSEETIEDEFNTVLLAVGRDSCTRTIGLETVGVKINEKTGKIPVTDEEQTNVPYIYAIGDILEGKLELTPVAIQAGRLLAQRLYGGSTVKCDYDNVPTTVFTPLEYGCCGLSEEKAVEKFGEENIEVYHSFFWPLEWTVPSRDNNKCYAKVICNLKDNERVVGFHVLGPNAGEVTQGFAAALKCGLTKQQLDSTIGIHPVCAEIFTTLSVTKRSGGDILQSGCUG
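Rat TrxR1 (90 nM in the dispensed reagent) was pre-reduced with 400 uM NADPH for 5 min at room temperature, then incubated with compound for 15 min. After 400 uM selenite was added, NADPH fluorescence (Ex 340/Em 450 nm) was followed for 8 min.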
USP1 inh: inhibitors of human USP1/UAF1 deubiquitinase. 390,000 tested, 0.23% active. O94782. AID 743255. Potency, µM (titrated, usually from 57.1 µM), inactives show at the highest dose activity change, negative = inhibition, hits mostly inhibitors. recombinant USP1/UAF1, Ub-Rhodamine cleavage fluorescence; also: potency is read from the fitted curve at half-maximal effect; % is scaled to controls: 0 for no effect and ±100 for the full control effect; nearly all actives have a fitted effect of over 60% in size; inactives centre near -12
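1 nM enzyme complex + cpd, 15 min RT; start with Ub-Rho 150nM final; kinetic fluorescence ex 480/em 540, 6 reads q60 s. Buffer 50mM HEPES pH 7.8, 0.5mM EDTA, 0.1 mg/ml BSA, 1mM TCEP, 0.01% Tween-20.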
TrxR1 substrate: is turned over as a substrate by rat TrxR1; Potency, µM (series often up to 114 µM), inactives show at the highest dose activity change, negative = substrate turnover; 390,000 tested, 0.01% active; AID 588456; purified TrxR1 substrate turnover, NADPH consumption readout; also: potency is read from the fitted curve at half-maximal effect; % is scaled to controls: 0 for no effect and ±100 for the full control effect; nearly all actives have a fitted effect of over 50% in size
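Rat TrxR1, dispensed at 90 nM, was prereduced with 400 uM NADPH (final) for 5 min at ~22 deg C, then incubated with compound 15 min before 400 uM selenite. A first-read NADPH fluorescence drop versus no-compound background flagged substrates.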
PI4K2A inh: blocks human PI4K2A kinase activity | activity change, negative = inhibition, % at 76.9 µM | 420,000 tested, 0.13% active | Q9BTU6 | purified PI4K2A, ADP-Glo luminescence, 1 h; active compounds read low | AID 1346378; in the data active = activity change below about -50%; inconclusive = mostly about -30% to -49%;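 also: -100% = wells without enzyme as full effect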
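In this quantitative HTS, ADP production by PI4K2A was quantified luminescently after 1 h at ambient temperature; 100 microM adenosine served as plate-quality control.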
* hit, by the source's call; ? = inconclusive; · = no result given; & = joins results of further samples; [ ] = dose if it differs, or a comment. Unless noted, calls follow the shape of the dose curve; as a rule, active = well fitted inhibition curve with a large enough effect; inconclusive = small, poorly fitted or top-dose-only effect; inactive = no such curve, though single readings can be large or run the other way.

mol,TRHR agonist,D2 ag,D2 antagonist,TRHR PAM,mIDH1 inhibitor,rTrxR1 inhibitor,USP1 inh,TrxR1 substrate,PI4K2A inh
CCC(=O)N/N=C(\C)CC(=O)Nc1cccc([N+](=O)[O-])c1,0.0,0.3,5.9,-6.3,2.4%,13.3%,-5.6%,6.3%,4.2
COc1cccc(C(=O)Nc2cccc(NC(C)=O)c2)c1,-0.2,0.5,8.0,1.1,1.6%,6.7%,-17.1%,3.3%,-3.4
CNC(=O)Nc1nnc(C(C)(C)C)s1,0.6,0.4,20.0,-2.5,0.7%,10.9%[57.1 µM],-5.3%,15.5%[57.1 µM],0.9
CCOC(=O)c1sc(NC(=O)CNCc2cccnc2)c(C(=O)OCC)c1C,1.0,4.2,9.3,6.5,0.7%,7.8%[57.1 µM],-18.9%,-2.2%,-20.6
COc1cccc(-n2ccnc2SCC(=O)Nc2cccc(C)c2C)c1,-0.9,-5.4,·,-2.2,10.0%,23.5%[57.1 µM],-32.8%,2.2%[57.1 µM],0.0
CCCCC(=O)Nc1ccc(C(=O)N2CCN(c3ccccc3OC)CC2)cc1,-0.6,·,·,-0.9,10.2%,?,-9.8%,1.7%,-3.7
O=C(COc1ccc2c(c1)CCC2)NCc1cccc(Cl)c1,-0.3,-0.4,1.9,0.6,9.2%,-7.8%,-2.4%,-11.2%,-1.9
CC(C)[C@H](NC(=O)c1ccccc1)C(=O)OCC(=O)Nc1ccc(S(=O)(=O)N2CCOCC2)cc1,·,·,·,·,-1.3%,19.6%[57.1 µM],-6.6%,7.8%[57.1 µM],6.3
Cc1nn2c(=O)cc(CSc3ccccc3NC(=O)c3ccccc3F)nc2s1,-0.1,·,·,3.8,-3.8%,13.8%,-11.2%,5.6%,6.6
CCN1CCN(c2nc3ccccc3nc2C(C#N)S(=O)(=O)c2ccc(C)c(C)c2)CC1 (configuration not stated),1.0,-0.4,-0.9,-2.9,-1.2%,6.7%,-15.5%,4.2%,4.5
C/C(CC(=O)Nc1cc(Cl)ccc1C)=N\NC(=O)C(=O)N1CCCC1,1.0,-0.7,2.1,2.4,2.5%,-3.9%,-22.3%,-1.2%,2.3
Cc1ccc(-c2nnc(CSc3nnc(C)s3)o2)cc1,0.0,0.9,-1.0,0.5,-0.1%,6.8%,1.6%,4.7%,-0.1
COCCCn1c(C)cc(C(=O)COC(=O)CCc2nc3ccccc3c(=O)[nH]2)c1C,1.0,0.6,30.5*,-0.2,1.5%,-1.8%,2.2%,-1.0%,8.6
CCOc1ccc(Nc2oc(-c3ccccc3Cl)nc2C#N)cc1,-0.5,·,·,2.9,-3.4%,4.5%,7.2%,11.8%,-0.4
O=C(O)/C=C/C(=O)Nc1ccc(S(=O)(=O)N2CCCC2)cc1,-0.3,-1.7,-0.8,3.0,-2.0%,?,5.9%,-2.9%,-0.6

Following part.
mol,TRHR agonist,D2 ag,D2 antagonist,TRHR PAM,mIDH1 inhibitor,rTrxR1 inhibitor,USP1 inh,TrxR1 substrate,PI4K2A inh
Cc1cccc(CSc2cccc3cccnc23)c1,0.5,0.1,3.3,-3.8,5.7%,-23.6%[57.1 µM],-5.6%,15.2%,1.1
O=C(Nc1ccc(F)cc1)c1ccc(S(=O)(=O)NCc2cccnc2)cc1,-1.5,-5.0,-0.2,6.2,-0.8%,9.6%,-23.2%,-4.3%,-8.3
CCOC(=O)c1cc(-c2nnc(-c3ccc(Cl)cc3)o2)c(C)nc1C,-0.7,0.2,1.4,-0.1,-2.4%,25.4%[57.1 µM],-2.3%,13.0%[57.1 µM],7.0
COCC(=O)N[C@@H]1c2cc(OC)c(OC)cc2C[C@H]1OCc1ccccc1,·,·,·,·,-9.0%,26.9%,-15.1%,3.8%,3.8
CC(=O)c1c(C)[nH]c(C(=O)NCc2cccc(Cl)c2)c1C,-0.4,-1.0,-3.9,6.3,11.7%,24.9%[57.1 µM],-0.9%,6.7%[57.1 µM],-3.6
O=C(NCC1CC1)Nc1cccc(Cl)c1,-0.4,·,·,-0.8,0.0%,35.9%,-17.8%,6.3%,0.8
CC(C)CN(C(=O)c1cc(=O)[nH]c2ccccc12)c1c(N)n(Cc2ccccc2)c(=O)[nH]c1=O,0.1,-1.2,-9.6,3.6,5.4%,3.6%[57.1 µM],-6.8%,1.5%[57.1 µM],-2.5
Nn1c(SCC(=O)Nc2ccc3c(c2)OCCO3)nnc1C(F)(F)F,0.3,0.1,-6.6,-3.4,1.7%,2.2%,-16.4%,-1.2%,-1.9
Cc1nnc(C)c2c(C)n(C(c3ccccc3)c3ccccc3)c(C)c12,0.2,0.2,15.8,-4.3,-5.0%,-15.8%,-10.1%,1.3%,-1.8
O=c1[nH]c2c(oc3ccccc32)c(=O)n1Cc1ccccc1,-0.6,0.6,0.0,-0.8,0.0%,36.0%,-20.8%,17.1%,-6.7
COc1ccc(N(CC(=O)Nc2cccnc2)S(=O)(=O)c2ccccc2)cc1Cl,-0.1,0.3,31.1*,11.4,0.0%,-9.6%,-20.6%,-7.2%,-0.3
Cc1nn(Cc2ccc(Cl)cc2)c(C)c1NC(=O)c1ccc([N+](=O)[O-])cc1,-0.7,-0.3,-2.6,-0.2,3.5%,3.2%[57.1 µM],-18.7%,6.8%[57.1 µM],0.3
Cc1cc(C)cc(NS(=O)(=O)c2ccc(NC(=O)c3ccccc3C(=O)O)cc2)c1,·,·,·,·,-3.3%,19.4%,-16.1%,4.5%,5.5
CC(C(=O)Nc1ccccc1Cl)N(c1ccccc1)S(C)(=O)=O (configuration not stated),0.6,0.2,-5.7,4.2,3.3%,11.7%[57.1 µM],-13.1%,7.5%[57.1 µM],-4.2
CN(C(=O)CSc1nnc(-c2ccc(C(C)(C)C)cc2)n1C)C1CCS(=O)(=O)C1 (configuration not stated),0.3,·,·,-5.1,8.6%,33.9%,-19.1%,5.0%,4.3

Continued (4 carried over from the part before).
mol,TRHR agonist,D2 ag,D2 antagonist,TRHR PAM,mIDH1 inhibitor,rTrxR1 inhibitor,USP1 inh,TrxR1 substrate,PI4K2A inh
Cc1nn(Cc2ccc(Cl)cc2)c(C)c1NC(=O)c1ccc([N+](=O)[O-])cc1,-0.7,-0.3,-2.6,-0.2,3.5%,3.2%[57.1 µM],-18.7%,6.8%[57.1 µM],0.3
Cc1cc(C)cc(NS(=O)(=O)c2ccc(NC(=O)c3ccccc3C(=O)O)cc2)c1,·,·,·,·,-3.3%,19.4%,-16.1%,4.5%,5.5
CC(C(=O)Nc1ccccc1Cl)N(c1ccccc1)S(C)(=O)=O (configuration not stated),0.6,0.2,-5.7,4.2,3.3%,11.7%[57.1 µM],-13.1%,7.5%[57.1 µM],-4.2
CN(C(=O)CSc1nnc(-c2ccc(C(C)(C)C)cc2)n1C)C1CCS(=O)(=O)C1 (configuration not stated),0.3,·,·,-5.1,8.6%,33.9%,-19.1%,5.0%,4.3
O=C(NCC(=O)N1CCC2(CC1)NCCc1[nH]cnc12)c1ccc2ccccc2c1,0.1,0.2,17.4,-3.0,-11.3%,6.5%,-17.6%,6.6%,2.0
CCCN(C(=O)c1cn(CC)c2nc(C)ccc2c1=O)c1c(N)n(Cc2ccccc2)c(=O)[nH]c1=O,-0.6,·,·,-0.5,5.0%,12.6%[57.1 µM],-1.9%,5.0%[57.1 µM],-17.6
COc1ccc(Br)cc1CNC(=O)CN1C(=O)CSc2ccc(S(=O)(=O)N3CCOCC3)cc21,-0.7,0.7,·,-9.0,-12.1%,2.8%[57.1 µM],6.0%,-7.1%[57.1 µM],0.1
CCCCC(=O)Nc1cc(C)c(NC(=O)c2cccs2)cn1,0.4,-0.2,0.7,2.1,-1.6%,-8.7%,-1.1%,-7.3%,-5.4
CN1CCC[C@@H]1CCO[C@](C)(c1ccccc1)c1ccc(Cl)cc1,·,·,·,·,0.3%,0.2%,17.5%,-4.2%,-2.4&2.5
CCOC(=O)N1CCC(NC(=O)CS(=O)(=O)Cc2nc(-c3ccc(C)cc3)oc2C)CC1,-0.4,-1.8,-10.1,-4.0,14.4%,6.0%[57.1 µM],-21.1%,10.9%[57.1 µM],-6.4
CC1CCN(CC(=O)Nc2ccc(S(=O)(=O)N3CCCC(C)C3)cc2)CC1 (configuration not stated),2.4,-0.1,11.3,0.5,-4.4%,15.4%[11.4 µM],-24.4%,0.2%,-0.2
Cc1ccc(NC(=O)N2CCC(O)(c3cccnc3)CC2)cc1,0.2,-0.2,-12.4,-1.6,1.3%,6.6%,1.7%,5.1%,1.1
COc1ccc(O)c(C(=O)CC(=O)c2ccncc2)c1,·,·,·,·,0.2%,-18.4%,6.1%,14.3%,-4.9
COc1ccc(OC)c(C(O)c2coc3ccc(O)c(CN4CCOCC4)c23)c1 (configuration not stated),-1.0,-0.1,18.0,5.2,6.3%,8.4%,-0.3%,-6.3%,-3.9
COc1ccc(CNC(=O)CCCOc2cc(=O)n(C)c3ccccc23)cc1,-0.4,·,·,-1.4,1.3%,7.6%[57.1 µM],0.2%,0.5%[57.1 µM],4.6
O=C(CN(c1ccccc1)S(=O)(=O)c1ccccc1[N+](=O)[O-])NN=C1CCCCCCC1,-1.0,0.7,14.2,-1.3,1.5%,10.3%,-16.4%,-3.0%,0.6
COc1cccc(NC(=O)CSc2nc3c([nH]c4ccccc43)c(=O)n2C)c1,-0.3,0.3,-11.4,-6.6,-6.8%,18.9%[57.1 µM],-16.6%,2.4%[57.1 µM],1.1
CCOc1cc(C(=S)N2CCOCC2)ccc1OS(=O)(=O)c1ccc(C)cc1,0.3,-0.1,5.7,-8.4,0.0%,20.1%,-6.3%,5.0%,4.6
COc1cccc2cc(-c3nc(-c4cccs4)cs3)c(=O)oc12,3.5,·,·,-1.6,3.6%,?,18.9%,2.1%,-4.8
